# Source: PubChem BioAssay
# EZH2 inh: blocks human EZH2/PRC2 H3K27 methylation; Q15910; DELFIA TRF, 1 h; inhibition, % at 12.5 µM; hit rate 0.35% among 57,000; AID 651548;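 active = mean inhibition of replicates at least 50% and every single replicate also reaching 50%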;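 also: dimethyl H3K27 on biotinylated H3 21-44 peptide detected by antibody; plate controls were median neutral control wells for no effect and median positive control wells for full effect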
# Target sequence (Q15910 whole entry, looked up): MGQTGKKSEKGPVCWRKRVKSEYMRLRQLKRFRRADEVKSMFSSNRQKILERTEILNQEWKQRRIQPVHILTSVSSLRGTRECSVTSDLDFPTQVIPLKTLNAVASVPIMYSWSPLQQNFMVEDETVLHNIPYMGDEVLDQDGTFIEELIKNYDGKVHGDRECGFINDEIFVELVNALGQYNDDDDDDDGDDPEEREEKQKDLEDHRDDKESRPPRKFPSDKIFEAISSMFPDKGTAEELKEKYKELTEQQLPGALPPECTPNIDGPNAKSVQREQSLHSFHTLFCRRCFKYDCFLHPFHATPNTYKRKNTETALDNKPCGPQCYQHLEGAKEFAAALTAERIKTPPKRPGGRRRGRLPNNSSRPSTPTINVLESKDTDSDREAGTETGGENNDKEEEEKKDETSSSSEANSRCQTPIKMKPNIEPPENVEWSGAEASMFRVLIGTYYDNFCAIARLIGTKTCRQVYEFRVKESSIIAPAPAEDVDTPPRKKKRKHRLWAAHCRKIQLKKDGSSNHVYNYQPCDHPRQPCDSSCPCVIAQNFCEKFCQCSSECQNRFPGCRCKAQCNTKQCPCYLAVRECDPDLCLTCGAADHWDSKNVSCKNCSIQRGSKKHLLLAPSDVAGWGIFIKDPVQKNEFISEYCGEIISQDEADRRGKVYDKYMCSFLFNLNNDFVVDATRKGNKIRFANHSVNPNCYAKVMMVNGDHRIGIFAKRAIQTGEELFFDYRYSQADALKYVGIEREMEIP
# IDH1 mut inh: IDH1 R132H (human) inhibition. hit rate 0.18% among 70,000. inhibition, % at 10 µM. IDH1 R132H reductase, diaphorase/resazurin fluorescence, 60 min; in the data active = inhibition above about 34%;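 also: 0% = DMSO and 100% = no enzyme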
# * = called active by the depositor; · = no result given.
structure	EZH2 inh	IDH1 mut inh
O=C(CSc1nnc(-c2ccccc2Cl)n1-c1ccccc1)Nc1ccc(Br)cc1	5.4	-0.4
COc1ccc(NC(=O)N(C)C[C@@H]2Oc3ccc(NC(=O)Nc4ccccc4)cc3CC(=O)N([C@@H](C)CO)C[C@@H]2C)cc1	·	-5.4
COc1ccc(NC(=O)N(C)C[C@@H]2Oc3ccc(NC(=O)CCN4CCOCC4)cc3CC(=O)N([C@H](C)CO)C[C@@H]2C)cc1	·	-6.0
C[C@H](NC(=O)C[C@@H]1C=C[C@@H](NC(=O)C2CCC2)[C@@H](CO)O1)c1ccccc1	4.2	0.0
C[C@@H]1CN([C@H](C)CO)C(=O)c2cc(NC(=O)NC3CCCCC3)ccc2O[C@H]1CN(C)C(=O)Nc1cccc2ccccc12	-1.9	0.9
C[C@H](CO)N1C[C@H](C)[C@@H](CN(C)C(=O)Cc2ccncc2)Oc2ncc(C#CCN(C)C)cc2C1=O	·	9.3
C[C@H](CO)N1C[C@H](C)[C@@H](CN(C)C(=O)CN(C)C)Oc2ncc(C#Cc3ccncc3)cc2C1=O	1.2	16.4
CNC[C@@H]1Oc2ccc(NS(=O)(=O)c3cn(C)cn3)cc2C(=O)N([C@H](C)CO)C[C@@H]1C	-4.0	·
C[C@@H]1CN([C@H](C)CO)C(=O)CCCn2cc(nn2)CO[C@@H]1CN(C)Cc1ccc2c(c1)OCO2	-7.4	0.9
O=C(/C=C/c1ccc(O)cc1)OC[C@H]1O[C@@H](O[C@@H]2OC=C[C@H]3[C@H](O)[C@@H]4O[C@]4(CO)[C@@H]23)[C@H](O)[C@@H](O)[C@@H]1O	·	0.1

# (list continues)
structure	EZH2 inh	IDH1 mut inh
CN(C)CC(=O)N[C@@H]1C=C[C@@H](CC(=O)NCc2ccccc2F)O[C@H]1CO	-14.4	-0.1
COc1ccc(NC(=O)N(C)C[C@H]2Oc3ccc(NS(=O)(=O)c4ccccc4)cc3CC(=O)N([C@@H](C)CO)C[C@@H]2C)cc1	·	0.1
COc1ccc(NC(=O)c2c(NC(=O)Cc3ccc(OC)c(OC)c3)sc3c2CCC3)cc1	-9.2	0.1
C[C@H](NC(=O)N(C)C[C@@H]1OCc2ccccc2-c2ccccc2C(=O)N([C@H](C)CO)C[C@H]1C)c1ccccc1	13.9	·
CC(C)NC(=O)N[C@@H]1CC[C@H](CC(=O)NC2Cc3ccccc3C2)O[C@H]1CO	-19.2	0.3
CNC(=O)CN(C#N)c1nc(C)cc(C)n1	8.3	0.1
CCCN1C[C@H](C)[C@H](OC)CN(C)C(=O)c2cc(NC(=O)NC3CCCCC3)ccc2OC[C@@H]1C	-3.0	0.1
O=C(NCC[C@H]1CC[C@@H](NC(=O)C2CC2)[C@H](CO)O1)Nc1ccc(C(F)(F)F)cc1	-11.8	-0.1
C[C@@H](NC(=O)C[C@H]1C=C[C@H](NC(=O)Nc2ccc3c(c2)OCO3)[C@@H](CO)O1)c1ccccc1	-11.1	0.3
Cc1ccc(S(=O)(=O)Nc2ccc3c(c2)C(=O)N([C@@H](C)CO)C[C@@H](C)[C@@H](CN(C)C(=O)Nc2c(C)noc2C)O3)cc1	·	-0.2

# Entries shown so far that have fluorine (2):
structure	EZH2 inh	IDH1 mut inh
CN(C)CC(=O)N[C@@H]1C=C[C@@H](CC(=O)NCc2ccccc2F)O[C@H]1CO	-14.4	-0.1
O=C(NCC[C@H]1CC[C@@H](NC(=O)C2CC2)[C@H](CO)O1)Nc1ccc(C(F)(F)F)cc1	-11.8	-0.1

# The list goes on:
structure	EZH2 inh	IDH1 mut inh
Cc1noc(C)c1NC(=O)Nc1ccc2c(c1)C(=O)N([C@H](C)CO)C[C@@H](C)[C@@H](CN(C)S(=O)(=O)c1ccccc1)OCCCC[C@@H](C)O2	·	2.1
COC(=O)N(C)C[C@H]1OCc2cnnn2CCCC(=O)N([C@H](C)CO)C[C@@H]1C	·	1.3
CC(C)CC#Cc1cnc2c(c1)C(=O)N([C@@H](C)CO)C[C@H](C)[C@@H](CN(C)S(=O)(=O)c1cccs1)O2	-5.8	-1.8
O=C(C[C@@H]1CC[C@@H](NC(=O)c2ccc3c(c2)OCO3)[C@@H](CO)O1)NCc1ccc(Oc2ccccc2)cc1	-0.7	0.0
Cc1ccc(-c2ccc3c(c2)O[C@@H](CN(C)C(=O)NC(C)C)[C@@H](C)CN([C@H](C)CO)S3(=O)=O)cc1	·	0.4
C[C@@H]1CN([C@@H](C)CO)C(=O)c2cc(NC(=O)NC3CCCCC3)ccc2O[C@@H]1CN(C)Cc1ccc(Oc2ccccc2)cc1	·	-0.1
O=[N+]([O-])c1ccccc1/C=C/c1ccncc1	5.1	1.5
CN1CCN(c2ccccc2NC(=O)COc2ccc(Br)cc2)CC1	-17.6	-0.3
C[C@H](CO)N1C[C@H](C)[C@@H](CN(C)C(=O)Nc2ccc3c(c2)OCO3)OCCCC[C@H](C)Oc2ccc(NS(=O)(=O)c3ccc(F)cc3)cc2C1=O	·	1.4
Cc1ccc(S(=O)(=O)N[C@H]2CC[C@H](CCNC(=O)Cc3ccccn3)O[C@@H]2CO)cc1	-16.0	-0.2

# New compounds follow
structure	EZH2 inh	IDH1 mut inh
C[C@H]1CN([C@@H](C)CO)S(=O)(=O)c2ccc(C#CCN(C)C)cc2O[C@H]1CN(C)C(=O)C1CCCCC1	-0.7	·
COc1ccccc1NC(=O)N[C@H]1CC[C@H](CCn2cc(-c3ccccc3)nn2)O[C@H]1CO	-9.2	-0.4
C[C@@H]1CN([C@H](C)CO)S(=O)(=O)c2ccc(-c3ccncc3)cc2O[C@@H]1CN(C)C(=O)Nc1ccc(C(F)(F)F)cc1	·	8.4
CO[C@H]1CN(C)C(=O)c2ccc(NC(=O)Cc3ccccc3)cc2OC[C@H](C)N(CC2CC2)C[C@H]1C	4.3	0.3
Cc1noc(C)c1S(=O)(=O)Nc1ccc2c(c1)CC(=O)N([C@@H](C)CO)C[C@@H](C)[C@H](CN(C)S(=O)(=O)c1ccc(Cl)cc1)O2	·	0.3
O=C(C[C@@H]1C=C[C@@H](NC(=O)c2ccncc2)[C@H](CO)O1)NCC1CCCCC1	2.9	0.7
CC(C)c1cn(CC[C@@H]2CC[C@H](NC(=O)C3CCCCC3)[C@@H](CO)O2)nn1	5.1	0.5
C[C@@H]1CN([C@H](C)CO)C(=O)c2cc(C#CCN(C)C)cnc2O[C@H]1CN(C)S(C)(=O)=O	-1.3	0.2
C[C@@H]1CN([C@H](C)CO)C(=O)Cc2cc(NC(=O)Cc3cn(C)c4ccccc34)ccc2O[C@@H]1CN(C)Cc1ccc(C(=O)Nc2ccccc2N)cc1	-27.3	0.6
O=C(C[C@@H]1CC[C@H](NC(=O)c2cccc(F)c2)[C@H](CO)O1)NCc1ccccc1	-16.9	0.1

# Next section:
structure	EZH2 inh	IDH1 mut inh
COc1ccc(C(=O)Nc2sc3c(c2C(=O)Nc2cccc(OC)c2)CCC3)cc1	17.7	0.0
C[C@H]1CN([C@@H](C)CO)C(=O)Cc2cc(NC(=O)Nc3ccc(C(F)(F)F)cc3)ccc2O[C@H]1CN(C)Cc1ccc(Cl)c(Cl)c1	·	4.6
CCC(=O)N1C[C@@H](C)[C@@H](OC)CN(C)C(=O)c2cc(NC(=O)C3CCOCC3)ccc2OC[C@@H]1C	13.4	0.0
C[C@H](CO)N1C[C@H](C)[C@H](CN(C)C(=O)Nc2ccccc2)OCCCC[C@H](C)Oc2ccc(NS(=O)(=O)c3cn(C)cn3)cc2C1=O	·	0.3
COc1ccc(NC(=O)N(C)C[C@H]2Oc3ccc(NC(=O)Cc4ccccc4)cc3CC(=O)N([C@@H](C)CO)C[C@@H]2C)cc1	-26.9	0.9
Cc1ccc(S(=O)(=O)Nc2cccc3c2O[C@@H](CN(C)C(=O)NC2CCCCC2)[C@@H](C)CN([C@@H](C)CO)C3=O)cc1	-2.8	-0.6
CNC[C@@H]1Oc2ncc(-c3cccc(C(=O)N(C)C)c3)cc2C(=O)N([C@@H](C)CO)C[C@@H]1C	-1.3	-0.5
O=C(O)CCCCCC(=O)N/N=C/c1ccoc1	9.0	-0.2
C[C@@H]1CN([C@@H](C)CO)C(=O)c2ccccc2-c2ccccc2CO[C@@H]1CN(C)Cc1cccc2c1OCCCO2	-4.2	·
CCCN(C)C[C@H]1OCCCC[C@@H](C)Oc2ccc(NS(=O)(=O)c3ccc(OC)cc3)cc2C(=O)N([C@H](C)CO)C[C@H]1C	-9.9	-0.4

# (further entries)
structure	EZH2 inh	IDH1 mut inh
COc1ccc(NC(=O)Nc2ccc3c(c2)CC(=O)N([C@@H](C)CO)C[C@@H](C)[C@@H](CN(C)C(=O)Nc2ccccc2)O3)cc1	·	4.1
O=C(C[C@H]1C=C[C@H](NC(=O)Cc2ccccn2)[C@H](CO)O1)NCCc1ccncc1	-6.2	-0.1
CC(C)NC(=O)N(C)C[C@H]1Oc2ccc(NC(=O)C3CCCCC3)cc2CC(=O)N([C@H](C)CO)C[C@H]1C	23.7	0.0
O=C(Nc1ccc(F)cc1)N[C@H]1C=C[C@@H](CC(=O)N2CCOCC2)O[C@@H]1CO	4.1	-0.6
C[C@@H]1CCCCO[C@H](CN(C)C(=O)C2CCCCC2)[C@H](C)CN([C@@H](C)CO)C(=O)c2cc(NC(=O)CCCN(C)C)ccc2O1	·	0.4
C/C=C/c1cnc2c(c1)C(=O)N([C@H](C)CO)C[C@@H](C)[C@H](CN(C)C(=O)C1CCOCC1)O2	-1.2	·
C[C@@H](NC(=O)C[C@H]1C[C@@H]2c3cc(NC(=O)NC4CCCC4)ccc3O[C@@H]2[C@H](CO)O1)c1ccccc1	18.7	0.0
C[C@@H]1CN([C@@H](C)CO)C(=O)c2cc(NC(=O)c3ccccc3)ccc2O[C@@H](C)CCCCO[C@H]1CN(C)S(=O)(=O)c1ccccc1	·	0.9
O=C(Cn1ccc([N+](=O)[O-])n1)Nc1ccc(F)cc1	-2.6	-0.2
C[C@H](CO)N1C[C@H](C)[C@@H](CN(C)S(=O)(=O)c2ccc(F)cc2)Oc2ccc(NS(=O)(=O)c3ccc(Cl)cc3)cc2CC1=O	·	2.0

# More records.
structure	EZH2 inh	IDH1 mut inh
COc1ccc(S(=O)(=O)N(C)C[C@@H]2Oc3ccc(NS(=O)(=O)c4cccs4)cc3CC(=O)N([C@@H](C)CO)C[C@@H]2C)cc1	·	0.4
C[C@@H]1CN([C@H](C)CO)C(=O)Cc2cc(NC(=O)CCN3CCOCC3)ccc2O[C@H]1CN(C)C(=O)Nc1cccc2ccccc12	·	2.1
CO[C@@H]1CN(C)C(=O)c2cc(NC(=O)c3ccccc3)ccc2OC[C@@H](C)NC[C@H]1C	5.0	-0.4
CS(=O)(=O)N(CC(=O)Nc1ccc2ccccc2c1)c1ccc(F)cc1	5.0	0.3
Cc1noc(C)c1NC(=O)Nc1cccc2c1O[C@H](CN(C)Cc1ccc(C(F)(F)F)cc1)[C@H](C)CN([C@@H](C)CO)C2=O	-0.1	3.6
CC(C)NC(=O)Nc1cccc2c1O[C@@H](CN(C)S(C)(=O)=O)[C@H](C)CN([C@H](C)CO)C2=O	5.1	·
CCC(Sc1nnc2c3ccccc3n(C)c2n1)C(=O)Nc1cccc2ccccc12 (stereo not drawn)	-7.5	-0.2
C[C@H]1CN([C@@H](C)CO)C(=O)Cc2cc(NC(=O)CCCCCC(=O)Nc3ccccc3N)ccc2O[C@H]1CN(C)Cc1ccc(C(F)(F)F)cc1	-23.0	·
COCC#Cc1ccc2c(c1)O[C@H](CN(C)C(=O)c1ccccc1)[C@@H](C)CN([C@H](C)CO)S2(=O)=O	7.7	·
C[C@@H]1CN([C@@H](C)CO)C(=O)Cc2cc(NS(=O)(=O)c3ccc(Cl)cc3)ccc2O[C@@H]1CN(C)C(=O)Nc1ccc(F)cc1	·	0.8

# Structural class, the compounds so far with bromine
structure	EZH2 inh	IDH1 mut inh
O=C(CSc1nnc(-c2ccccc2Cl)n1-c1ccccc1)Nc1ccc(Br)cc1	5.4	-0.4
CN1CCN(c2ccccc2NC(=O)COc2ccc(Br)cc2)CC1	-17.6	-0.3

# (more compounds)
structure	EZH2 inh	IDH1 mut inh
O=C(CCCN1C(=O)c2ccccc2C1=O)Nc1cccc(F)c1	-22.5	0.2
C[C@@H]1CN([C@H](C)CO)C(=O)c2c(c3ccccc3n2C)-c2ccccc2CO[C@@H]1CN(C)C(=O)[C@@H]1CCCN1C	-14.3	-1.4
COCC(=O)Nc1ccc2c(c1)C(=O)N(C)C[C@@H](OC)[C@@H](C)CN(CCC(F)(F)F)[C@@H](C)CO2	7.7	-0.2
CC(C)NC(=O)Nc1cccc2c1O[C@@H](CN(C)Cc1ccc(-c3ccccc3)cc1)[C@@H](C)CN([C@H](C)CO)C2=O	7.5	-9.4
Cc1ccc(N(CC(=O)NC2CCCC2)S(C)(=O)=O)cc1Cl	-3.2	-0.9
COC(=O)C[C@H]1C(C)(C)[C@@H](OC(C)=O)[C@@H]2CC3=C4CC(=O)O[C@@H](c5ccoc5)[C@]4(C)CCC3[C@@]1(C)C2=O (stereo partly drawn)	·	0.0
C[C@@H]1CN([C@@H](C)CO)C(=O)c2cc(-c3cccnc3)cnc2O[C@H]1CN(C)C(=O)Nc1ccc(C(F)(F)F)cc1	-2.4	0.4
CC(C)CC#Cc1ccc2c(c1)O[C@H](CN(C)C(=O)C1CCCCC1)[C@H](C)CN([C@H](C)CO)S2(=O)=O	-7.6	·
O=C(N/N=C/c1cn(Cc2ccccc2)c2ccccc12)c1ccccc1O	47.8	·
C[C@@H]1CN([C@@H](C)CO)C(=O)c2cc(N(C)C)ccc2O[C@@H](C)CCCCO[C@@H]1CN(C)C(=O)Nc1ccccc1	-1.4	-1.5

# The list is partial (hit frequency here may not be typical).
